From PubChem
WRN helicase inh: inhibitors of human WRN helicase; Potency, µM (doses to about 114 µM), inactives show top-dose activity change, negative = inhibition, most hits filed as inhibitors; AID 651768; 360,000 tested, 0.46% active; WRN helicase unwinding, fluorescent forked duplex, kinetic; Q14191; further: potency means the concentration at half of the fitted maximal effect; on the % scale 0 is the no-effect control and ±100 the full control effect; nearly all actives have a fitted effect of over 55% in size
Target sequence (Q14191 whole entry, looked up): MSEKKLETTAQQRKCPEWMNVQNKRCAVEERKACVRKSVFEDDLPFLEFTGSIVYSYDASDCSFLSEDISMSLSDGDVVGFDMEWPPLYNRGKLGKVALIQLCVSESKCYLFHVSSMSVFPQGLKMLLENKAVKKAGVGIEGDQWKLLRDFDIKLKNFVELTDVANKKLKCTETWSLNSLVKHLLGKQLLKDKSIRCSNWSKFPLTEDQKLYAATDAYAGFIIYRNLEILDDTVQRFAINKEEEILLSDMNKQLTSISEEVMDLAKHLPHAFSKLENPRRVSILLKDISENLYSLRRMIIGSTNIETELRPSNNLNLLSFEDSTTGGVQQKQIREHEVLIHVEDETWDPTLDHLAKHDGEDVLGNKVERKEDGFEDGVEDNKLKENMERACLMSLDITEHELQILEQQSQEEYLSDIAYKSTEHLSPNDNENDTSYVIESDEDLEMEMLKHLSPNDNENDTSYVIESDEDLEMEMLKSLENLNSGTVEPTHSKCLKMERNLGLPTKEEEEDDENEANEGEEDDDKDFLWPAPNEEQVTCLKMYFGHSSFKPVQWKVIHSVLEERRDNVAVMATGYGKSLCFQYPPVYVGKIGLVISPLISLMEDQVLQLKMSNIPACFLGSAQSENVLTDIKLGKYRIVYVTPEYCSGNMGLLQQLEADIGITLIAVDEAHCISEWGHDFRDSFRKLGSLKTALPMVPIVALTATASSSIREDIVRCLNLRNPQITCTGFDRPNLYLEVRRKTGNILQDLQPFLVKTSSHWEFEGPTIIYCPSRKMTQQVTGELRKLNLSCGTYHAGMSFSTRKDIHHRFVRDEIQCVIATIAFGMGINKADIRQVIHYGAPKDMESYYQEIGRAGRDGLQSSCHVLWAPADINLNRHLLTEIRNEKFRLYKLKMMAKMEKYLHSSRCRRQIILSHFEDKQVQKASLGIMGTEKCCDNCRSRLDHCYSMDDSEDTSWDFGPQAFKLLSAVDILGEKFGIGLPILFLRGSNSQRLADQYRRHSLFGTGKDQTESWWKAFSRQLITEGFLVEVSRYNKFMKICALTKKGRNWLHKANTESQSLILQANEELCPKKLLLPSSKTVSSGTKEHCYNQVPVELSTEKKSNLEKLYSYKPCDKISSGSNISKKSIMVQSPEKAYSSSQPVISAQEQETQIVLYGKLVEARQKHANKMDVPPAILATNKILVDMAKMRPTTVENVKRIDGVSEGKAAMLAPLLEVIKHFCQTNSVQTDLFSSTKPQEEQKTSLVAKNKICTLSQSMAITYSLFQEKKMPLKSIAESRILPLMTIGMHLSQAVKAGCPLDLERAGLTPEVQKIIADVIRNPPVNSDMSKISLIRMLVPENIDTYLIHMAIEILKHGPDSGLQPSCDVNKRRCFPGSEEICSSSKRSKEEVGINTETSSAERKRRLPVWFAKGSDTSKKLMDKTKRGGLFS
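Screening of the MLSMR collection measured strand separation of a quenched forked DNA duplex (100 nM) by 20 nM WRN with 2 mM ATP, all final. Compounds were preincubated with enzyme 15 min at room temperature.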
PLK1 PBD block: PLK1 (human) polo-box domain binding inhibition | 360,000 tested, 2.8% active | P53350 | Plk1 PBD binding of FITC phosphopeptide, fluorescence polarization | Potency, µM, without a hit: max response, negative = inhibition, usual class: inhibitors; further: potency means the concentration at half of the fitted maximal effect; series mostly up to about 57 µM; on the % scale 0 is the no-effect control and ±100 the full control effect; nearly all actives have a fitted effect of over 65% in size
EPAC2 antag: EPAC2 (human) antagonism; Q8WZA2; EPAC2 GEF exchange of Rap1B-BODIPY-GDP, fluorescence; Potency, µM (doses to about 114 µM), inactives show at the highest dose activity, negative = inhibition, actives largely listed as inhibitors; 360,000 tested, 0.18% active; further: potency means the concentration at half of the fitted maximal effect; on the % scale 0 is the no-effect control and ±100 the full control effect; nearly all actives have a fitted effect of over 45% in size; many of its hits are not listed in these tables
PI5P4Ka inh: inhibitors of human PI5P4K alpha; PI5P4Kalpha enzyme, ADP-Glo luminescence, 60 min; stronger effect = lower value; max response, %; 330,000 tested, 1.2% active; AID 652105; active means max response of -50% or lower; inconclusive means between -30% and -50%; inactive means -30% or higher; further: value at the top dose of about 77 µM; on the % scale 0 is the no-effect control and ±100 the full control effect
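Luminescence from ADP-Glo served as readout of PI5P4Kalpha activity in a qHTS format. Reaction: enzyme, substrate, compound, ATP at 5 microM final, 60 min at RT.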
MmCpn inh: blocks the Methanococcus maripaludis chaperonin Mm-Cpn | AID 504842 | purified Mm-Cpn ATPase, ADP Transcreener TR-FRET | 330,000 tested, 0.031% active | Potency, µM (top dose mostly 76.9 µM), for the others: at the highest dose activity, negative = inhibition, usual class: inhibitors; further: potency means the concentration at half of the fitted maximal effect; on the % scale 0 is the no-effect control and ±100 the full control effect; nearly all actives have a fitted effect of over 80% in size
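Reaction buffer contained 30 mM Tris pH 7.4, 100 mM KCl, 5 mM MgCl2 and 1 mM DTT. Mm-CPN (25 nM final) hydrolysed 10 uM ATP over 30 min at 37°C; ADP was read by HTRF.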
CCT modulator: modulators of cytosolic chaperonin (CCT/TRiC) activity; purified chaperonin ATPase assay, HTRF ADP detection, 30 min; activity change, % (concentration not given with the values), hits read low; 360,000 tested, 0.3% active; AID 651819; in the data active means activity change below about -30%; further: on the % scale 0 is the no-effect control and ±100 the full control effect
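TRiC at 40 or 20 nM final (batch-dependent) in 30 mM Tris pH 7.4, 100 mM KCl, 5 mM MgCl2, 1 mM DTT, with compound at single 76 uM and 10 uM ATP, 30 min at 37 deg C. ADP detected by HTRF Transcreener, 665/615 ratio.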
EPAC1 ag: activates human EPAC1 exchange factor; O95398; EPAC1 agonist qHTS, biochemical assay; response scale: 100% = response to 6.5 mM cAMP; 360,000 tested, 0.073% active; Potency, µM (series often up to 154 µM), without a hit: at the top dose activation, hits mostly activators; AID 720707; further: potency means the concentration at half of the fitted maximal effect; nearly all actives have a fitted effect of over 60% in size
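Nucleotide exchange by EPAC1 (100 nM) on Rap1B–BODIPY-GDP (250 nM) in the presence of 50 uM GDP is tracked fluorescently at 480/540 nm over 30 min. Signals are normalized to a 6.5 mM cAMP control.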
EPAC1 antag: blocks human EPAC1 exchange factor; O95398; EPAC1 GEF assay, Rap1b-BODIPY-GDP exchange fluorescence; Potency, µM (top dose mostly 115 µM), for inactives: at the highest dose activity change, negative = inhibition, usual class: inhibitors; 360,000 tested, 0.14% active; AID 720709;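 further: potency means the concentration at half of the fitted maximal effect; plate controls were vehicle for no effect and positive control for full effect; nearly all actives have a fitted effect of over 50% in size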
* marks the source's active call; other numbers are inactive results; u = inconclusive; x = not tested or not shown; [ ] = dose if it differs, or a comment. Unless noted, the call rests on the fitted dose curve; in most records, active means well fitted curve in the direction sought with a large enough effect; inconclusive means small, poorly fitted or top-dose-only effect, or another doubt; inactive means no such curve, though single readings can be large; an effect the other way counts as inactive or inconclusive. Some of the compounds tested. The share of hits here may be higher or lower than overall.

no.	mol	WRN helicase inh	PLK1 PBD block	EPAC2 antag	PI5P4Ka inh	MmCpn inh	CCT modulator	EPAC1 ag	EPAC1 antag
1	Cc1ccccc1NC(=O)CCl	-9%	-6%	0%	-1	2%	-2.4	-8%	-27%
2	CCn1c(=O)cc(OCC(=O)N2CCN(Cc3ccc4c(c3)OCO4)CC2)c2ccccc21	-5%	-3%	2%	2	1%	-1.9	0%	7%
3	CCOc1ccc(NC(=O)c2c(O)[nH]c(=O)[nH]c2=O)cc1	0%	5%	27%	7	x	-0.1	8%	-24%
4	Clc1ccc(OCC#CCN2CCCC2)cc1	0%	-1%	7%	3	-1%	-34*	-8%	-1%
5	CC1CCN(CC(=O)c2ccc3c(c2)OCCO3)CC1	-11%	-3%	-1%	5	-4%	4.8	3%	-19%
6	O=C(CN1C(=O)COc2ccccc21)N1CCC2(CC1)OCCO2	7%	-9%	0%	1	1%	-1.4	-1%	14%
7	Nc1c([N+](=O)[O-])cc(F)c(N2CCNCC2)c1Br	-8%	-2%	13%	2	-1%	1.6	-8%	-7%
8	COc1ccccc1CCNCc1cc2c(cc1[N+](=O)[O-])OCO2	-5%[57.1 µM]	-15%	-7%	2	-3%	-0.2	5%	-8%
9	Cc1cc(OCC(=O)NCc2cccnc2)c2c3c(c(=O)oc2c1)CCCC3	0%	-1%	-12%	9	-2%	-0.9	7%	-19%
10	CCOP(=O)(C1=C(O)C(=O)C(C(C)(C)C)=CC1=O)c1ccccc1 (centres undefined)	u	u	u	-17	-1%	-0.9	1%	u
11	Cc1ccc(CC(=O)N2CCN(C)CC2)cc1	0%	-3%	-1%	9	1%	1.2	15%	1%
12	CCOP(=O)(OCC)C(NC(=O)c1ccccc1)C(Cl)(Cl)Cl (centres undefined)	-36%[57.1 µM]	-7%	4%	-15	3%	-2.8	6%	8%
13	CC1CCN(CCc2nc3ccccc3[nH]2)CC1	4%	-6%	12%	-10	3%	-0.1	-4%	-3%
14	C[C@H]1C[C@@H](C)C(=O)[C@@H]([C@H](O)CC2CC(=O)NC(=O)C2)C1	8%	-1%	2%	-1	x	2.0	-13%	-3%
15	S=C1CN=C(c2ccccc2Cl)c2cc(Cl)ccc2N1	-9%	0%	-1%	1	4%	-0.8	0%	-9%
16	COc1ccccc1CN1CCNCC1	0%	1%	19%	-1	x	-0.6	-4%	15%
17	O=C(c1ccccc1F)N1CCC2(CC1)OCCO2	5%	-6%	11%	6	-1%	8.7	-2%	2%
18	O=c1[nH]c(=O)n(Cc2ccccc2Cl)c(O)c1/C=C1/C=CC=N1	-18%	u	-16%	u	0%	-4.3	-21%	-25%
19	CCCCCCOc1ccc(CN2CCN(CCO)CC2)cc1	1%	-1%	3%	x	2%	-1.1	-3%	2%
20	C[C@H](CO)N1C[C@H](C)[C@@H](CN(C)S(=O)(=O)c2cccs2)Oc2ccc(NC(=O)Nc3ccc(C(F)(F)F)cc3)cc2C1=O	1%	-1%	2%	-7	1%	0.5	-15%	-11%
21	CCCCOC(=O)COc1cc(C)cc2oc(=O)c3c(c12)CCC3	6%	3%	3%	x	-4%	-1.4	-7%	2%
22	O=C1NC(=O)N(CCc2ccc(F)cc2)C(=O)/C1=C/c1cccs1	32µM*	1.1µM*	-1%	-74*	1%	-3.5	0%	-27%
23	O=c1[nH]c(=O)n(C2CCCCC2)c(O)c1C=NCCCn1ccnc1	-9%	-5%	-4%	-2	-2%	-8.5	2%	-1%
24	CCCNC(=O)N1[C@H]2CC[C@@H]1C(C(=O)OC)=C(c1ccc(OC(F)(F)F)cc1)C2	-8%	5%	9%	0	1%	0.7	-7%	-18%
25	O=C(COc1ccc(Cl)cc1)N1CCN(Cc2ccccc2)CC1	-1%	0%	3%	x	1%	-2.4	6%	-1%
26	O=c1c2ccccc2nc(-c2ccccc2)n1-c1nccs1	0%	-9%	-1%	6	-1%	-0.8	1%	-24%
27	c1cncc(C2CCCCN2)c1 (centres undefined)	0%	-16%	-8%	11	3%	1.7	2%	-13%
28	COc1ccccc1NC(=O)COC(=O)c1cn(C)c2ccccc12	5%	2%	2%	4	-1%	-0.6	18%	10%
29	COc1cc2c3cc1Oc1cc(ccc1O)C[C@@H]1c4c(cc(OC)c(O)c4Oc4cccc(c4)C[C@@H]3N(C)CC2)CC[N+]1(C)C	-1%	3%	8%	0	1%	-2.9	-19%	3%
30	O=C(COc1ccc(Br)cc1)N1CCN(Cc2c[nH]c3ccccc23)CC1	-6%	0%	0%	8	-2%	2.1	-8%	-2%
31	CCOc1cc(CNCCc2c[nH]c3ccccc23)cc(Cl)c1OC	-15%	-7%	-2%	1	0%	-0.8	-2%	-20%
32	CC(C)(C)N(NC(=O)c1ccccc1)C(=O)c1ccccc1	4%	-12%	-6%	x	1%	-3.4	9%	-8%
33	CC1C(=O)OC2CCN3CC=C(COC(=O)C(C)(O)C1(C)O)C23 (centres undefined)	4%	-5%	-4%	2	x	-1.6	-11%	0%
34	C1CC2NCCC3NCCC(N1)N32 (centres undefined)	4%	-6%	29%	1	0%	-0.9	4%	-5%
35	CN(C)c1ccc(/C=C2\CC3C4CC=C5CC(O)CCC5(C)C4CCC3(C)C2=O)cc1 (centres undefined)	2%	-18%	-4%	0	1%	-0.8	-11%	-15%
36	Cc1sc(-n2c(C)cc(C=C3C(=O)NC(=O)NC3=O)c2C)c(C#N)c1C	-13%	u	-3%	7	-16%	-4.9	-7%	-7%
37	c1ccc(C2CC2)c(OCC2=NCCN2)c1	-2%	0%	-7%	1	1%	0.5	4%	1%
38	Cc1cc(C(=O)Nc2ccc3c(c2)OCCO3)nn1C(C)(C)C	3%	-11%	-5%	-5	1%	-1.9	3%	-5%
39	CC12CC(=O)C3C(CCC4CC=CCC43C)C1CCC2=O (centres undefined)	-8%	-1%	8%	8	x	-8.9	4%	-2%
40	CN1c2ccc([N+](=O)[O-])cc2CC2(C(=O)NC(=O)N(c3ccc(Br)cc3)C2=O)C1c1ccccc1 (centres undefined)	-14%	u	-18%	-16	-1%	-3.0	18%	-22%
41	CC(=O)c1cccc(OCC(=O)N2CCN(CC(=O)Nc3cccc(F)c3)CC2)c1	9%	-5%	-4%	1	-2%	2.7	-9%	0%
42	O=c1[nH]c(O)c(N=Nc2ccc3c(c2)OCCO3)c(=O)[nH]1	-34%	-5%	-3%	1	1%	-2.1	7%	4%
43	C=CCC1(Cc2ccsc2)C(=O)NC(=O)NC1=O	1%	-4%	0%	14	x	-3.3	2%	-3%
44	CC(=O)CC(=O)C1C(=O)N(C)C(=O)N(C)C1=O	0%	u	11%	-9	1%	-2.1	9%	-1%
45	CCOP(=O)(NC(C)C)Oc1ccc(SC)c(C)c1 (centres undefined)	-1%	-5%	u	1	x	0.1	-1%	3%
46	CC12CCC(O)CC1CCC1C2CCC2(C)C(C(=O)CC(O)C(F)(F)F)CCC12 (centres undefined)	4%	8%	6%	-3	x	-2.2	-22%	4%
47	NC(=O)C1CCN(/C=C2\C(=O)NC(=O)N(Cc3ccco3)C2=O)CC1	u	u	1%	-61*	1%	0.8	1%	-12%
48	O=C1NC(=O)C(Cc2ccccc2)(Cc2ccccc2)C(=O)N1	-10%	-7%	20%	1	x	-0.4	4%	-1%
49	Cc1nc2ccccc2c(=O)n1-c1ccc(F)cc1F	1%	-4%	2%	1	2%	0.3	9%	15%
50	CCc1cc(=O)oc2cc(C)cc(OCC(=O)N3CCC(C(=O)O)(c4ccccc4)CC3)c12	6%	2%	17%	-2	-4%	0.4	-23%	7%

From no. 41 up to 42, as listed above:
no.	mol	WRN helicase inh	PLK1 PBD block	EPAC2 antag	PI5P4Ka inh	MmCpn inh	CCT modulator	EPAC1 ag	EPAC1 antag
41	CC(=O)c1cccc(OCC(=O)N2CCN(CC(=O)Nc3cccc(F)c3)CC2)c1	9%	-5%	-4%	1	-2%	2.7	-9%	0%
42	O=c1[nH]c(O)c(N=Nc2ccc3c(c2)OCCO3)c(=O)[nH]1	-34%	-5%	-3%	1	1%	-2.1	7%	4%

(cont.)
no.	mol	WRN helicase inh	PLK1 PBD block	EPAC2 antag	PI5P4Ka inh	MmCpn inh	CCT modulator	EPAC1 ag	EPAC1 antag
51	O=C(c1cn(Cc2ccccc2)c2ccccc12)C1CC1	1%	27µM*	-2%	-5	-1%	-3.7	-1%	-4%
52	C=CCN1CC[C@]23c4c5ccc(O)c4OC2C(=O)CC[C@@]3(O)C1C5 (some centres undefined)	-1%	-16%	2%	0	u	-2.2	-6%	21%
53	O=C1OCCN1P(=O)(c1ccccc1)c1ccccc1	-5%	3%	-3%	-6	1%	-12	12%	8%
54	COc1c(/C=C2/C(=O)NC(=O)N(C)C2=O)c(CCN(C)C(=O)c2ccccc2)cc2c1OCO2	2%	27µM*	3%	-19	0%	-0.3	-13%	-11%
55	CC(=O)N1CC(=O)Nc2ccc(C)cc2C1c1ccccc1 (centres undefined)	7%	5%	-4%	-1	-1%	0.1	-1%	12%
56	O=C1C(c2ccccc2)=C(N2CC2)c2ccccc21	-13%	-6%	-3%	0	-2%	-1.7	5%	-20%
57	CCOc1c(Cl)cc(CNCCc2c[nH]c3ccccc23)cc1OC	-7%	0%	-6%	9	-8%	2.1	-8%	1%
58	CNC(C(=O)c1ccccc1)C(OC)c1ccc(C)cc1 (centres undefined)	-1%	-6%	-7%	-7	2%	0.2	-4%	5%
59	C(#CCN1CCOCC1)COC/C=C/c1ccccc1	10%	-3%	5%	-6	-7%	0.4	-4%	-16%
60	Cc1ccccc1CN1CCN(c2ccc(Cl)cc2)CC1	-1%	3%	1%	3	2%	-0.8	3%	14%
61	CC1C(OC(=O)CCC(=O)NC(C)(C)CO)O[C@H]2OC3(C)CC[C@H]4[C@H](C)CCC1C24OO3 (some centres undefined)	-14%	-6%	-8%	3	-2%	0.6	-2%	22%
62	CCC(=NC1CCN(Cc2ccccc2)CC1)c1c(O)[nH]c(=O)[nH]c1=O	1%	-5%	8%	x	1%	-3.5	2%	14%
63	Cn1c(=O)cc(OCC(=O)N2CCN(Cc3ccc4c(c3)OCO4)CC2)c2ccccc21	8%	-1%	0%	5	-1%	-0.7	0%	-15%
64	O=C(CSc1nc(-c2ccc(Cl)cc2)[nH]c(=O)n1)Nc1cccc(Cl)c1	-23%	24µM*	-19%	u	3%	-5.6	-2%	1%
65	Nc1ccc2c(c1)oc1ccccc12	0%	-1%	5%	28	1%	1.2	2%	14%
66	O=C(Cc1ccccc1)Oc1ccc([N+](=O)[O-])cc1	2%	-7%	8%	1	-1%	-3.7	1%	-5%
67	COc1ccc(CCNCc2sccc2C)cc1	4%	3%	4%	-1	0%	0.9	13%	14%
